Screening results (PubChem)
RAD52 inh – inhibitors of human RAD52 DNA annealing; inhibition, % at 18.7 µM; 360,000 tested, 0.46% active; AID 651710; P43351; recombinant RAD52 DNA annealing, FRET fluorescence;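 active means every replicate showing at least 50% inhibition; inconclusive means mean inhibition at least 50% but not in every replicate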
F508del corr – correctors of CFTR F508del function in bronchial epithelial cells | activity (quench increase), % at 7.58 µM | 350,000 tested, 0.36% active | CFBE cells, YFP halide quenching; stimulated with forskolin plus potentiator P3; % fluorescence drop versus neutral controls;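 active means mean added fluorescence quench of at least 8% versus neutral control, with both replicates also reaching 8%; inconclusive means only one of the mean or replicate conditions met; inactive means mean below 8% and not both replicates reaching 8%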;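 further: cells transiently co-express mutant CFTR-F508del with the halide-sensitive YFP; corrector assay measuring rescue of mutant channel to the surface after 24 h compound exposure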
E-selectin induc – E-selectin induction on HUVECs; P16581; HUVEC E-selectin immunofluorescence imaging; normalized: neutral wells 0, TNF-alpha wells 100; activation, % at 7.58 µM; 260,000 tested, 0.37% active; AID 686992;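 active means mean E-selectin-positive cell signal at least 10% of the positive control, reached in at least 60% of replicates, without over 20% cell loss; inconclusive means no rule given, readout overlaps actives, possibly toxicity-flagged; inactive means the rest, including those meeting only one limit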;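 further: in these data hits start at about 27%; measured in HUVEC primary endothelial cells; signal is the percent of cells scored E-selectin positive by PE staining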
Target sequence (P16581 whole entry, looked up): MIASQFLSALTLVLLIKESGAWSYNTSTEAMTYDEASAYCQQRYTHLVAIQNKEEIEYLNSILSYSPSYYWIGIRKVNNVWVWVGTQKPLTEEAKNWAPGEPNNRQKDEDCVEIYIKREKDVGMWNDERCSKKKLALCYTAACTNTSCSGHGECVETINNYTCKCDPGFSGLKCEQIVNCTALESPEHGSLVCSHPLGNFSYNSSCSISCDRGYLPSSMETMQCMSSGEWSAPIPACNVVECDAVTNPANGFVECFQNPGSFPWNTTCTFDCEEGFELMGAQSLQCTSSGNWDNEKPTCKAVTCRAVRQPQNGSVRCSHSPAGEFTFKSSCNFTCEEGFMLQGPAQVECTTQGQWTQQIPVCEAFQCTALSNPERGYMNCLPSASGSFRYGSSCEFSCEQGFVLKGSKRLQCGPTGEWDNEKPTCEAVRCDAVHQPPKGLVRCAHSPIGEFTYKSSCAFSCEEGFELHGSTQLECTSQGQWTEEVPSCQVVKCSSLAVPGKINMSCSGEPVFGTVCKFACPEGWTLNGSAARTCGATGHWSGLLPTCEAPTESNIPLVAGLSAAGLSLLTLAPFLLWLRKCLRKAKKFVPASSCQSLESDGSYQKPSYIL
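Test system: HUVEC; input: 3,000 HUVEC/well; measured by: immunofluorescence imaging; read-out: % PE-positive cells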
CASP6 VEID inh – caspase-6 (human) enzyme inhibition; 350,000 tested, 0.53% active; AID 686996; purified caspase-6, Z-VEID-R110 cleavage fluorescence; inhibition, % at 12.5 µM;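 active means mean inhibition across replicates at least about 35%, with every replicate also reaching that limit, limit read from the data; inconclusive means only one of the two criteria met; inactive means neither criterion met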;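 further: 0% = median of neutral control wells and 100% = no fluorescence left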
Target sequence (P55212 24-179 limits assumed): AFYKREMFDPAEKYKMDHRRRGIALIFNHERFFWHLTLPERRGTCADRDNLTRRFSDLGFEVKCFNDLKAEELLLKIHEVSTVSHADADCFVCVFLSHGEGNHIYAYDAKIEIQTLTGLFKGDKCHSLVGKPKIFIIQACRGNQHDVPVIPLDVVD
Target sequence (P55212 194-293 limits assumed): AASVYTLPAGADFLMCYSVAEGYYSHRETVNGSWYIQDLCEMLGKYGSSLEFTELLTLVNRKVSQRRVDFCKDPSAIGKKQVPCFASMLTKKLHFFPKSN
DENV2 CPE rescue – protects cells from dengue virus 2 cytopathic effect; 350,000 tested, 1.7% active; DENV2-infected cells, cytopathic effect rescue, plate reader; CPE inhibition, % at 9.99 µM; in the data active means CPE inhibition above about 20%, passing the limit was not always enough; inconclusive means no clear call, values can overlap the other calls; tested in BHK-21 cells;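 further: 0% = median of neutral control wells and 100% = median of positive control wells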
INS-1E GSIS act – primary screen for activators of insulin secretion dependent on glucose, INS-1E cells, GLuc reporter luminescence. INS-1E GLuc reporter insulin secretion, 2-3 h. activation, % at 16.6 µM. 370,000 tested, 0.61% active. AID 743287;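 active means lowest replicate activation of at least 40%, so every replicate reaches that level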;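 further: 0% = median of neutral control wells and 100% = median of IBMX positive control wells; some compounds called inactive have numbers as strong as hits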
Xi reactivation – activators of X-chromosome reactivation in mouse fibroblasts; XiGFP mouse fibroblasts, % GFP-positive cells imaging, 3 d; cells co-treated with 5-aza-dC sensitizer; scaled so ellipticine positive control = 100%; activation, % at 7.58 µM; 360,000 tested, 0.055% active;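 active means mean normalized replicate activation at least 10% and every replicate at or above 10%; inconclusive means only one of the two criteria met; inactive means mean below 10% and not all replicates reach 10%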;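 further: 0% = median of on-plate neutral control wells and 100% = ellipticine 6 µM median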
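Assay system: SV40-immortalized XiGFP fibroblast cells, line 68-5-11; buffer or medium: DMEM plus 5-aza-dC sensitizer; compound: one concentration, pinned; timing: compounds 3 days, fix/stain 15 min at room temperature; benchmarks: positive control ellipticine, 6 µM final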
RAD54 inh – blocks human RAD54 Holliday junction branch migration; 360,000 tested, 0.14% active; FAM/BHQ fluorescence; Q92698; inhibition, % at 10.4 µM;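 active means mean normalized replicate activity at least 40 and at least half of replicates scoring 40 or more; inconclusive means only one of the two criteria met; inactive means mean below 40 and under half of replicates reaching 40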;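 further: 0% = median of neutral control wells and 100% = median of positive control wells; inhibitors cause a drop in the FAM fluorescence signal; in these data hits start at about 50%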
Active calls of the source: *; ? = inconclusive; . = no result given.

SMILES | RAD52 inh | F508del corr | E-selectin induc | CASP6 VEID inh | DENV2 CPE rescue | INS-1E GSIS act | Xi reactivation | RAD54 inh
COC(=O)[C@]12C[C@H](CC(=O)NCc3cccs3)C(=O)N(Cc3ccccc3)C1=C[C@H](C(C)C)O[C@@H]2C1CC1 | -6 | 0.5 | 0.1 | 0 | -4 | . | 0.1 | .
COc1ccc(CC(NC(C)=O)C(=O)NC2CCN(C(=O)C3CCCCC3)CC2)c(OC)c1 (centres undefined) | -12 | -3.3 | . | -44 | -1 | 9 | 0.0 | 5
COc1cc(C(=O)NCc2nnc(SCC(=O)N3CCCCCC3)o2)cc(OC)c1OC | -7 | 1.6 | 0.1 | 3 | -4 | -2 | 0.0 | -6
CCOc1ccc2nc(N3CCC(C(=O)NC4CCCCC4)CC3)sc2c1 | -5 | 1.8 | -0.1 | 0 | 19 | 8 | 0.1 | -7
CC(=O)c1sc(NC(=O)c2ccc3c(c2)OCO3)nc1C | -18 | 0.1 | -0.3 | -2 | -3 | 0 | -0.1 | -6
O=C(C[C@@H]1C[C@@H]2c3cc(NC(=O)CC4CC4)ccc3O[C@@H]2[C@@H](CO)O1)NCc1ccc(-c2ccccc2)cc1 | 6 | 0.7 | 0.8 | 2 | 10 | 2 | 0.2 | -2
O=C(Nc1ccc(Br)cc1)c1cnc[nH]1 | -7 | -4.8 | 0.1 | 2 | 4 | 27 | 0.3 | .
COc1ccc(C(=O)N2CCN(S(=O)(=O)c3ccc(Cl)cc3)CC2)cc1S(=O)(=O)N1CCOCC1 | -22 | 1.6 | . | -2 | 17 | -24 | -0.1 | 15
C#CCN1C(C)=C(C(=O)OC)C(c2cccc([N+](=O)[O-])c2)C(C(=O)OCC)=C1C (centres undefined) | -20 | -3.6 | -0.4 | 1 | 20 | . | 0.1 | 5
CC(C)NC(=O)N[C@@H]1CC[C@@H](CCN)O[C@@H]1CO | -10 | -0.7 | 0.1 | -2 | 2 | -5 | -0.5 | 0
CCCNC(=O)N[C@H]1CC[C@@H](CC(=O)NC2CCC2)O[C@@H]1CO | -6 | -1.4 | 0.7 | -2 | -2 | 5 | 0.0 | -1
Cc1ccc(S(=O)(=O)NC(CCCNC(=O)OCc2ccccc2)C(=O)O)cc1 (centres undefined) | -3 | -1.1 | 0.1 | 1 | 1 | -6 | 0.0 | .
COC(=O)C1=C(C)Nc2[nH]c(=S)[nH]c(=O)c2C1c1ccc(OC)cc1 (centres undefined) | -14 | . | 5.0 | -1 | 0 | 31 | 0.0 | 2
CC(C)NC(=O)Nc1ccc2c(c1)C(=O)N([C@@H](C)CO)C[C@@H](C)[C@H](CN(C)S(=O)(=O)c1cccs1)OCCCC[C@H](C)O2 | -5 | -2.6 | . | 2 | 17 | 0 | -0.1 | 0
CC(C)c1cn(CC[C@@H]2CC[C@@H](NC(=O)C3CC3)[C@H](CO)O2)nn1 | -7 | 0.1 | 0.0 | -2 | 1 | 1 | -0.5 | -11
O=C(CN(Cc1ccc(Br)cc1)S(=O)(=O)c1ccccc1)NCc1ccccn1 | -14 | 0.9 | 2.7 | -1 | -2 | -21 | 0.0 | -8
Cc1ccc(C(=O)c2ccc(C)cc2)cc1 | -16 | -3.2 | 2.5 | 6 | -11 | 11 | 0.0 | -6
COc1ccccc1-c1csc(C(C)(NC(C)=O)c2ccccc2)n1 (centres undefined) | -4 | -1.9 | 0.0 | 0 | -4 | 32 | 0.0 | -3
COc1cc(OC)cc(-n2nnnc2SCC(=O)NCCc2ccc(OC)c(OC)c2)c1 | -23 | 2.2 | . | 0 | 7 | -7 | 0.0 | .
CN1C(=O)c2cc(NC(=O)c3ccc(F)cc3)ccc2OC[C@@H]2O[C@H](CC(=O)N3CCOCC3)CC[C@@H]21 | 10 | 2.2 | 0.0 | -1 | -8 | 0 | 0.1 | -11
CN1CCN(C(=O)c2ccc(COc3cc(Cl)ccc3Cl)o2)CC1 | -8 | -0.1 | -0.2 | -5 | 3 | -1 | 0.4 | 1
O=C(COc1ncnc2ccccc12)NCCc1ccc(F)cc1 | -15 | 1.5 | 7.2 | -2 | 2 | -9 | 0.2 | .
CNC[C@H]1Oc2ccc(N)cc2CC(=O)N([C@H](C)CO)C[C@H]1C | 27 | -0.8 | -0.2 | . | 4 | 5 | 0.3 | .
O=C(O)CCCCCn1c(SCc2cc(=O)n3ccccc3n2)nc2ccsc2c1=O | -10 | . | . | -1 | -8 | 20 | -0.2 | .
Cc1cc(/C=C(\C#N)C(=O)NCc2ccccc2)cc(C)c1O | -10 | 2.3 | . | 0 | 11 | 10 | . | -9
COC(=O)[C@@H](Cc1ccccc1)NC(=O)Cn1cc(C)c(=O)[nH]c1=O | -2 | -2.3 | 0.0 | 3 | -11 | 20 | 0.0 | -3
Cc1ccc(S(=O)(=O)Nc2ccc3c(c2)C(=O)N([C@H](C)CO)C[C@H](C)[C@@H](CN(C)S(C)(=O)=O)O3)cc1 | -11 | -1.6 | 0.2 | 2 | -3 | 8 | -0.2 | 4
Cc1ccc(CN2C(=O)CSc3ccc(C(=O)NC4CC4)cc32)cc1 | -13 | -1.1 | . | -3 | -3 | 3 | 0.0 | 4
CC(C)NC(=O)Nc1ccc2c(c1)CC(=O)N([C@@H](C)CO)C[C@@H](C)[C@@H](CN(C)S(=O)(=O)c1ccc(Cl)cc1)O2 | 0 | -2.6 | . | 1 | 3 | 3 | -0.3 | -12
CCN(CC)S(=O)(=O)c1ccc(/C=C/C(=O)OCC(=O)NNC(=O)c2ccc(OC)cc2)cc1 | -21 | 1.7 | . | 0 | -3 | 35 | -0.1 | -9
CCCC#Cc1ccc2c(c1)O[C@H](CN(C)C(=O)c1ccccc1F)[C@@H](C)CN([C@H](C)CO)S2(=O)=O | 18 | -1.8 | -0.2 | 2 | 15 | -32 | 2.4 | 2
O=C(C[C@H]1CC[C@@H]2[C@H](COC[C@H](O)CN2S(=O)(=O)c2ccc(Cl)cc2)O1)NCCN1CCCC1 | 1 | 1.3 | 0.0 | 0 | 6 | 5 | 0.1 | 2
O=C(OCc1ccc(C(=O)c2ccccc2)cc1)c1cccc(-c2nnc(-c3ccccc3)o2)c1 | -6 | -3.0 | . | -4 | 9 | 14 | . | -7
O=C(CSc1nc2ccccc2o1)NCC1CCCO1 (centres undefined) | 1 | 0.3 | -2.3 | 3 | -7 | 18 | 0.0 | -10
CN(C)S(=O)(=O)c1ccc(C(=O)NCC[N+]2(C)CCCCCC2)o1 | -23 | 2.1 | -1.0 | -8 | 5 | 7 | 0.0 | -4
CNC[C@@H]1Oc2cc(C#Cc3cccc(F)c3)ccc2S(=O)(=O)N([C@H](C)CO)C[C@H]1C | -11 | -1.5 | -0.3 | 0 | -12 | 2 | 0.3 | 3
O=C(C[C@H]1C=C[C@@H](NC(=O)c2ccccn2)[C@H](CO)O1)NCc1cccc(F)c1 | -5 | 3.4 | -0.1 | 0 | -6 | 7 | 0.1 | 0
Cc1ccc(CNC(=O)C2CSC3(C)CCC(=O)N23)cc1 (centres undefined) | -7 | 1.1 | 0.2 | -2 | ? | -6 | -0.1 | -3
Cc1ccc2ccc(C3C(=O)c4ccccc4C3=O)nc2c1 | -22 | 2.4 | . | 16 | 8 | 24 | . | -4
FC(F)(F)c1cccc(-c2nc3ccccc3n2C(c2ccccc2)c2nc3ccccc3[nH]2)c1 (centres undefined) | -17 | 0.9 | 16 | -1 | -8 | -8 | 0.1 | .
CC(C)C1NC(=S)N(C2CCCCC2)C1=O (centres undefined) | 1 | . | -2.8 | -3 | 6 | 7 | 0.5 | .
O=C(Nc1cccc(C(=O)N2CCOCC2)c1)C1CCCC1 | -4 | -4.4 | 1.3 | 1 | 8 | -2 | 0.1 | 0
COc1ccc(-c2nc(-c3ccccn3)no2)cc1 | -19 | 2.0 | . | -1 | -2 | 11 | 0.0 | .
CCCNC(=O)c1cc2c(c(-c3cccc(-c4ccccc4F)c3)n1)[C@@H](CCO)N(C(=O)CC1CC1)C2 | -8 | -0.2 | 0.3 | 1 | ? | -10 | 0.3 | .
COc1ccc2c3c([nH]c2c1)[C@H](CO)N(C(=O)CN1CCOCC1)CC31CN(Cc2ccccc2)C1 | -9 | -1.5 | 0.0 | -3 | 52* | 6 | 0.0 | .
CCN(CC(=O)Nc1cc(S(=O)(=O)N2CCCCC2)ccc1C)Cc1ccccc1 | -15 | -0.9 | 2.3 | -3 | ? | -27 | 0.4 | -2
Cc1ccc(S(=O)(=O)N2CCN(S(C)(=O)=O)C2)cc1 | -7 | -3.5 | . | 1 | -3 | -3 | . | .
Cc1cccc(NC(=O)CC(=O)Nc2cccc(C)c2)c1 | -4 | -3.1 | -0.1 | 0 | 2 | -11 | 0.0 | -3
CCn1c(SCC(=O)Nc2nnc(C)s2)nnc1-c1ccncc1 | 5 | . | . | 1 | . | 4 | . | -5
COc1ccccc1NC(=O)N1C[C@@H](O)COC[C@H]2O[C@H](CC(=O)NCCc3ccccc3)CC[C@@H]21 | 9 | -2.0 | -0.1 | 0 | 5 | 12 | 0.0 | -2
Cc1ccc(OCCCC(=O)Nc2nnc(C3CCCO3)s2)c(C)c1 (centres undefined) | -21 | -1.6 | 1.9 | -1 | -5 | 8 | 0.2 | -6
CC(C)NC(=O)Nc1ccc2c(c1)CC(=O)N([C@H](C)CO)C[C@H](C)[C@@H](CN(C)S(=O)(=O)c1ccc(Cl)cc1)O2 | -2 | -1.8 | . | 2 | -6 | -1 | 0.0 | 1
O=C(O)CCCC(=O)N1CCOCCOCCOCCOCC1 | -8 | 3.6 | 0.1 | 2 | 3 | 2 | 0.0 | 0
COC(=O)c1ccccc1NC(=O)CSc1nc2c(c(=O)[nH]1)CCC2 | -9 | 0.1 | 1.6 | 0 | -5 | -9 | 0.3 | -9
COc1ccc(-c2cn(-c3ccc(C)cc3C)c(=O)[nH]2)cc1OC | -4 | 2.8 | . | 2 | -1 | 11 | -0.2 | -7
CCOC(=O)c1cc(-c2csc(-c3ccc(C(C)(C)C)cc3)n2)on1 | -1 | -4.1 | . | -1 | -2 | -9 | 0.4 | .
COC(=O)[C@@]12C[C@@H](CC(=O)N3CCCCC3)C(=O)N(CCc3ccc(OC)c(OC)c3)C1=CCC(C)(C)C2 | -2 | 1.9 | 0.0 | 3 | 3 | . | 0.1 | .
COc1ccc(OC)c(S(=O)(=O)N2CCCC(C(=O)NCc3ccccn3)C2)c1 (centres undefined) | -12 | -6.5 | -0.1 | 0 | -1 | 5 | 0.0 | -6
CCOc1ccc(CCN2C(=O)C(=O)N([C@@H](CC(C)C)CN3CCC[C@H]3CN3C(=O)C(=O)NC[C@@H]3CC(C)C)C[C@@H]2CC(C)C)cc1 | 2 | -2.4 | 2.0 | 5 | -5 | . | 0.2 | .
